Screening data (PubChem BioAssay)
hiPSC survival: hiPSC single-cell survival enhancement; survival enhancement, % at 20 µM; actives 0.044% (n = 360,000); ATPlite luminescence; 100% = ROCK inhibitor wells, 0% = DMSO; in the data active = survival enhancement above about 18%;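 note: cells exposed to compounds for 16 hours before the ATP read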
TRAIL sens C8: caspase-8 TRAIL sensitization; actives 1% (n = 360,000); NB7+C8 cells + TRAIL, ATPlite viability luminescence; inhibition (viability loss, TRAIL sensitization), % at 10 µM;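 active = compounds causing at least 50% loss of cell viability in the single-dose screen, relative to plate controls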
KKLEB cytotox: CF airway cell cytotoxicity counter-screen | KKLEB CF airway cells viability, ATPlite luminescence, overnight; active compounds read low; cells stimulated with P. aeruginosa culture filtrate | activity change (cytotoxicity), % at 5 µM | actives 0.36% (n = 360,000);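 active = corrected activity change at or below -50% at 5 µM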
CF NFkB block: inhibitors of cystic fibrosis induced NF-kB; KKLEB NF-kB-GFP reporter, PAF-induced, GFP fluorescence overnight; inhibition, % at 5 µM; actives 0.86% (n = 360,000); AID 588850;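 active = at least 50% inhibition at 5 µM, scaled per plate between neutral and stimulator controls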;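 note: PAF is a Pseudomonas aeruginosa culture filtrate used as stimulus; plate controls were PAF-stimulated DMSO wells for no effect and unstimulated DMSO wells for full effect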
Peg3 prom inh: reduces Peg3 promoter-driven luciferase expression in HeLa; inhibition, % at 20 µM; HeLa PEG-Prom luciferase reporter, luminescence, overnight; actives 1.7% (n = 360,000);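 active = inhibition of at least 50% at 20 µM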
NR2E3 ag-1: NR2E3 (human) agonism. actives 0.12% (n = 320,000). AID 2300. Q9Y5X4. GST-NR2E3/biotin-RetCOR TR-FRET, 1536-well. inhibition of corepressor binding, % at 4.78 µM;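 active = percent inhibition above the cutoff of mean plus 3 SD of all tested compounds, set per screening campaign, cut at about 20% in these data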;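 note: 0% = DMSO wells and 100% = biotin wells as full block of FRET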
Target sequence (Q9Y5X4 whole entry, looked up): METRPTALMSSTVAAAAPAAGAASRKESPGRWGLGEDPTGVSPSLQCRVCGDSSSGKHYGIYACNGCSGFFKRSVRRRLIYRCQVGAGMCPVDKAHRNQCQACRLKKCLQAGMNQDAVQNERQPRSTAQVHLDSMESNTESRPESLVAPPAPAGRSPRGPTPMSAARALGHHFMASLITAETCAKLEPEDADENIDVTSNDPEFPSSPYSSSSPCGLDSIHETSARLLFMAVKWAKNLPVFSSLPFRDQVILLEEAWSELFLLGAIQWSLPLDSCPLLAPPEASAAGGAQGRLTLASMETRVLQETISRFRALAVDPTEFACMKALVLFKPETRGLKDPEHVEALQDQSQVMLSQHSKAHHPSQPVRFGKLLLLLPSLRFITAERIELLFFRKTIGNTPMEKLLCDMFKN
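Test system – NR2E3–RetCOR corepressor complex · Quantity – NR2E3 fusion 1.35 nM · Buffer or medium – Tris pH 7.5 · Incubation – Compound–protein incubation for 5 h at 4 °C · Technique – TR-FRET, Eu(K)-anti-GST donor, streptavidin-D2 acceptor, ex 340, em 617/671 nm · Evaluation – percent inhibition of 671/617 nm emission ratio versus biotin and DMSO controls · Plate – 1536-well format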
TRPM1 prom inh: MITF TRPM1 promoter inhibition in SK-MEL-5 cells; SK-MEL-5 TRPM1 promoter luciferase, 24 h; inhibition, % at 12.5 µM; actives 0.83% (n = 330,000); AID 488899;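 active = mean inhibition across replicates of 60% or more, whatever share of single replicates reaches that level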; note: values of inactives mirror those of a sister screen read the other way
Shn3 inh set2: inhibitors of Schnurri-3 3'UTR reporter in osteoblasts; Clone20 osteoblast Shn3 3'UTR firefly luciferase, 24 h; inhibition, % at 12.5 µM; actives 0.52% (n = 360,000);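 active = mean inhibition of at least 75% with every replicate also reaching 75%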;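 note: 0% = median of neutral control wells and 100% = pilot-screen positive control compound; some compounds past the cut are filed as inactive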
HIF-2a block: HIF-2a inhibition | 786-0 RCC cells HIF-2a reporter, luciferase luminescence, overnight | inhibition, % at 18.8 µM | actives 0.72% (n = 360,000) | AID 624352;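 active = inhibition of the luminescence signal of 40% or more relative to plate controls, in a single-dose primary screen at 18.75 µM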
LMP1 NFkB inh: Epstein-Barr LMP1 NF-kappaB reporter inhibition; LMP1-induced NF-kappaB luciferase reporter cells, luminescence; inhibition, % at 12.5 µM; actives 0.69% (n = 350,000); AID 504558; in the data active = inhibition above about 41%;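 note: 0% = neutral control wells and 100% = reference inhibitor control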
NR2E3 ag-2: agonists of human NR2E3 nuclear receptor; CHO-S Gal4-NCOR/VP16-NR2E3 two-hybrid, luciferase; actives 0.35% (n = 360,000); inhibition of corepressor binding, % at 3.98 µM; AID 602229;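 active = inhibition above the mean of all tested compounds plus 3 SD, cut at about 70% in these data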;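 note: 0% = DMSO with NR2E3 transfected cells and 100% = cells lacking NR2E3 construct; higher means lower luciferase signal from less NR2E3 corepressor binding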
* = called active by the depositor; nt = not tested or not shown. An excerpt. The share of hits here may be higher or lower than overall.

SMILES	hiPSC survival	TRAIL sens C8	KKLEB cytotox	CF NFkB block	Peg3 prom inh	NR2E3 ag-1	TRPM1 prom inh	Shn3 inh set2	HIF-2a block	LMP1 NFkB inh	NR2E3 ag-2
Cc1nnc(NC(=O)CSc2nnc(NC(=O)C(C)(C)C)s2)s1	-0.5	6	-7	-1	-18	3	-7	-16	9	6	4
CCN(CC)CC(=O)Nc1c(C#N)cnn1-c1ccccc1	-0.7	10	10	0	17	3	0	21	2	-13	18
O=C(NC(=S)N1CCN(c2ccc([N+](=O)[O-])cc2)CC1)c1ccco1	2.0	1	4	-14	1	4	11	-3	4	-15	-8
O=C1CSC(=Nc2ccc(Cl)cc2)N1Cc1cccnc1	0.7	-6	-18	-18	-3	2	8	nt	-8	-17	12
CC(=O)c1cc(F)c(N2CCN(C(=O)c3ccco3)CC2)cc1C	-1.2	3	-3	10	-47	2	-23	11	-45	-9	-22
C=C(C)CNC(=S)NN=C1c2ccccc2-c2ccccc21	0.3	-6	10	-12	-11	-1	12	-10	4	-10	-3
Cc1ccc(NC(=O)C2CCN(S(=O)(=O)c3cccc4nonc34)CC2)nc1	-0.2	-8	2	-8	14	2	14	-1	19	6	-19
O=C(N/N=C/c1ccsc1)c1ccc2c(c1)OCO2	-2.7	44	6	8	-174	1	-85	-135	-204	-2	-88
CCOc1ccc2[nH]c(=O)c(CN(Cc3cccnc3)C(=O)Nc3ccccc3OC)cc2c1	1.5	9	-4	5	7	2	9	6	2	2	7
O=C(NCCN1C(=O)S/C(=C\c2ccccc2)C1=O)c1cc(S(=O)(=O)N2CCOCC2)c(Cl)cc1Cl	5.3	8	-12	6	45	0	1	28	12	-10	3
O=C1C(Nc2cccc(O)c2)=C(N2CCCCC2)C(=O)c2ccccc21	-4.9	36	-11	32	-31	7	5	5	39	3	-53
Nc1nc(SCc2ccc(Cl)cc2)[nH]c(=O)c1-c1ccccc1	-0.5	-6	-5	1	-27	1	-12	0	-61	2	21

Reprinted from the part before: four entries, followed by the next part.
SMILES	hiPSC survival	TRAIL sens C8	KKLEB cytotox	CF NFkB block	Peg3 prom inh	NR2E3 ag-1	TRPM1 prom inh	Shn3 inh set2	HIF-2a block	LMP1 NFkB inh	NR2E3 ag-2
CCOc1ccc2[nH]c(=O)c(CN(Cc3cccnc3)C(=O)Nc3ccccc3OC)cc2c1	1.5	9	-4	5	7	2	9	6	2	2	7
O=C(NCCN1C(=O)S/C(=C\c2ccccc2)C1=O)c1cc(S(=O)(=O)N2CCOCC2)c(Cl)cc1Cl	5.3	8	-12	6	45	0	1	28	12	-10	3
O=C1C(Nc2cccc(O)c2)=C(N2CCCCC2)C(=O)c2ccccc21	-4.9	36	-11	32	-31	7	5	5	39	3	-53
Nc1nc(SCc2ccc(Cl)cc2)[nH]c(=O)c1-c1ccccc1	-0.5	-6	-5	1	-27	1	-12	0	-61	2	21
CC(C)(C)CC(=O)Nc1cc(S(=O)(=O)N2CCOCC2)ccc1N1CCCC1	-0.2	-27	2	-9	1	4	10	6	15	4	-4
CCc1ccc(C(=O)COC(=O)c2ccco2)cc1	-0.3	-1	-22	15	-154	-2	-90	-16	-22	-15	-7
COC(=O)c1c(NC(=S)Nc2cc(OC)c(Cl)cc2OC)sc2c1CCCCC2	1.1	-2	-3	16	-9	20*	9	-20	22	-1	23
Cc1ccc([N+](=O)[O-])cc1NC(=O)CN(C1CCCCC1)S(=O)(=O)c1ccc(Cl)cc1	-3.1	15	-3	0	8	nt	-1	31	17	-1	-2
O=C(Nc1cccc(-c2cn3ccccc3n2)c1)c1ccccc1	-0.5	23	5	-13	-172	-1	-67	-41	-246	-14	-77
Cc1ccc(NC(=O)CCC(=O)N/N=C/c2coc3ccc(F)cc3c2=O)cc1	-0.2	-4	1	11	14	2	1	17	15	12	-8
CCc1noc(C)c1C(=O)OCC(=O)NC(=O)c1ccccc1	-0.3	0	-12	15	11	4	-2	4	16	0	-34
O=C(CSc1nnc(-c2ccncc2)n1C1CCCCC1)Nc1ccccc1	1.1	14	-7	-11	28	0	8	-7	-6	-7	-13
Cc1ccc(C(=O)NCC(=O)NCC(=O)OCC(=O)c2ccc(Br)cc2)cc1	-2.2	-11	0	-10	6	-2	7	-43	24	-8	-12
CN1CCN(c2nc3ccccn3c(=O)c2/C=C(\C#N)S(=O)(=O)c2ccc(Cl)cc2)CC1	-0.3	7	3	11	6	-2	-28	-31	17	-3	5
CC(=O)N1CCN(c2ccc(Oc3ncnc4sccc34)cc2)CC1	2.5	17	-14	46	-12	0	-1	-2	-8	9	-12
CC1CN(Cc2cc(=O)[nH]c(C(C)C)n2)CC(C)O1 (stereo unspecified)	-2.1	5	-6	13	-1	-1	6	-3	10	-4	12
COc1cc(/C=N/NC(=O)c2ccncc2)ccc1OC(=O)c1ccco1	-0.7	-29	-11	-2	6	12	-5	-23	1	0	-40
CC1=NCCN1S(=O)(=O)c1cc(Cl)ccc1Cl	-3.0	0	4	-2	9	-1	4	-4	5	5	12
CCOCc1cnc(C)nc1NCC(=O)c1c(C)[nH]c2ccc(OC)cc12	-0.9	-2	-4	-12	0	0	-3	-9	-1	4	-34
COc1ccc(S(=O)(=O)N2CCCCC2)cc1NC(=O)c1ccc(Cl)nc1	0.4	-1	12	-5	1	3	-3	-3	20	2	-7
C=CCn1c(C(O)c2ccccc2)nc2ccccc21 (stereo unspecified)	0.8	-11	-8	6	-3	-2	-10	3	-7	2	-6
CC(=O)c1cccc(NC(=S)NNC(=O)c2ccco2)c1	-1.6	-9	-24	22	-10	-4	-7	8	-22	-6	-28
O=C(NCc1ccncc1)C(=O)NCC(c1ccco1)N1CCN(c2ccc(F)cc2)CC1 (stereo unspecified)	3.2	-12	6	-6	21	1	-1	1	12	9	1
CCOC(=O)CC(=O)CSc1ncnc2c1cnn2-c1ccccc1	-0.7	3	6	7	-315	0	-34	-86	-249	-21	-70
CC(C)(C)C(=O)N1CCN(c2ccc([N+](=O)[O-])c(NCC3CCCO3)c2)CC1 (stereo unspecified)	-0.9	-12	-6	-13	18	-1	-1	5	-13	-1	-13
COc1cc2cc(NC(C)=O)cc(NCc3ccccc3)c2cc1OC	-0.7	-10	2	-20	12	nt	1	-3	14	-20	-60
CC(C)c1cc(C(=O)N/N=C/c2cccnc2)n[nH]1	-1.2	10	-4	13	-11	-2	-12	-6	-12	3	-21
CSc1ccccc1C(=O)N1CCC(n2nccc2NC(=O)C(C)(C)C)CC1	0.0	-23	20	-15	-9	3	-1	3	-2	6	-15
Cc1cccc(C(=O)Nc2ccc(C(=O)c3ccncc3)cc2)c1	-1.3	2	10	-20	-16	nt	nt	-6	-38	15	-29
O=C(O)CC(CC(=O)Nc1ccc(F)c(Cl)c1)c1ccc(Cl)cc1Cl (stereo unspecified)	0.0	-3	4	-3	12	2	-5	11	16	2	16
O=C(NC1CC1)c1[nH]c(C(F)(F)F)nc1-c1ccccc1	2.0	-32	-6	-35	7	nt	nt	-17	9	nt	-5
Cc1ccc(-c2cc(C(F)(F)F)n3nc(C(=O)N4CCN5CCCC5C4)cc3n2)cc1 (stereo unspecified)	-0.6	13	-12	20	4	-2	8	15	-6	2	-20
CCOCCCNC(=O)CN1C(=O)c2cccc3cccc1c23	-0.1	-31	2	0	-14	-1	9	5	0	3	7
O=C(NC(=S)Nc1cccc2c(O)cccc12)c1cccc(Br)c1	0.1	-10	18	-8	-7	-1	18	17	-63	6	-8
Cc1coc2cc3oc(=O)c(CCC(=O)NCCCN4CCOCC4)c(C)c3cc12	1.1	-8	7	3	4	-1	-4	28	0	-5	-24
CC(=O)c1ccc(S(=O)(=O)Nc2c(C)nn(C)c2C)cc1	0.0	3	-7	16	-10	nt	1	-3	16	3	0
CCC1CCCCN1CCCNC(=O)CSc1nc2nc(C)c(Cc3ccc(C)cc3)c(C)n2n1 (stereo unspecified)	-0.6	24	5	0	5	5	-12	8	7	-1	2
CCn1cc(/C=C(\NC(=O)c2ccccc2F)C(=O)NCCCn2ccnc2)c2ccccc21	-0.5	-1	-11	2	16	-2	4	8	2	-5	-17
O=C(/C=C/c1ccccc1[N+](=O)[O-])NCCc1ccc(F)cc1	1.6	-2	-9	-5	-60	-1	-18	-18	-69	-12	5
Cc1ccc(OCCCCNC2CCCC(C)C2C)c(C)c1 (stereo unspecified)	-2.5	15	-18	18	34	0	-3	38	7	2	23
COCCNc1nc(-c2ccccc2CO)c2sc(-c3ccccc3)cc2n1	2.2	19	-30	19	-1	nt	nt	-4	-17	nt	-55
N#Cc1ccccc1OCC(=O)Nc1ccc2c(c1)OCCCO2	-0.3	8	4	-21	-338	0	-110	-97	-249	-25	6

NR2E3 ag-1: what is marked active above
Compound | CF NFkB block | Peg3 prom inh | NR2E3 ag-1 | TRPM1 prom inh | Shn3 inh set2 | HIF-2a block | LMP1 NFkB inh | NR2E3 ag-2
COC(=O)c1c(NC(=S)Nc2cc(OC)c(Cl)cc2OC)sc2c1CCCCC2 | 16 | -9 | 20* | 9 | -20 | 22 | -1 | 23

Shown with bars between the fields: entries from further up.
smiles | hiPSC survival | TRAIL sens C8 | KKLEB cytotox | CF NFkB block | Peg3 prom inh | NR2E3 ag-1 | TRPM1 prom inh | Shn3 inh set2 | HIF-2a block | LMP1 NFkB inh | NR2E3 ag-2
O=C(NC(=S)Nc1cccc2c(O)cccc12)c1cccc(Br)c1 | 0.1 | -10 | 18 | -8 | -7 | -1 | 18 | 17 | -63 | 6 | -8
Cc1coc2cc3oc(=O)c(CCC(=O)NCCCN4CCOCC4)c(C)c3cc12 | 1.1 | -8 | 7 | 3 | 4 | -1 | -4 | 28 | 0 | -5 | -24
CC(=O)c1ccc(S(=O)(=O)Nc2c(C)nn(C)c2C)cc1 | 0.0 | 3 | -7 | 16 | -10 | nt | 1 | -3 | 16 | 3 | 0
